C8 TRAIL sens: sensitizes caspase-8 expressing cells to TRAIL | NB7+C8 cells + TRAIL, ATPlite viability luminescence | inhibition (viability loss, TRAIL sensitization), % at 10 µM | 1% of 360,000 active | AID 624354;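 active = compounds causing at least 50% loss of cell viability in the single-dose screen, relative to plate controls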
NCOA2 inhibitor: inhibits human steroid receptor coactivator 2 | Q15596 | inhibition, % at 9 µM | AID 651957 | 0.17% of 370,000 active | HEK293 GAL4-SRC2 luciferase reporter, luminescence;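 active = inhibition above the mean inhibition of all tested compounds plus 3 SD, set per campaign, cut at about 52% in these data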;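 also: 0% = DMSO treated cells and 100% = cells given Gossypol at 36 µM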
TWEAK Fn14 block: TWEAK-Fn14 signaling inhibition | inhibition, % at 10 µM | AID 1159606 | 2% of 360,000 active | TWEAK-stimulated Fn14 reporter cells, luciferase luminescence, 8 h; in the data active = inhibition above about 50%
EBV LMP1 NFkB: Epstein-Barr LMP1 NF-kappaB reporter inhibition; LMP1-induced NF-kappaB luciferase reporter cells, luminescence; inhibition, % at 12.5 µM; 0.69% of 350,000 active; in the data active = inhibition above about 41%;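 also: 0% = neutral control wells and 100% = reference inhibitor control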
TLR9-MyD88 inh: blocks human TLR9 binding to MyD88 | Q9NR96+Q99836 | CHO BLA complementation TLR9-MyD88, CCF4 FRET ratio | inhibition, % at 4.98 µM | 0.21% of 340,000 active;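 active = inhibition above the mean over all tested compounds plus 3 SD, cut at about 21% in these data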;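 also: 0% = DMSO only wells and 100% = clavulanate BLA inhibitor control wells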
LRH-1 inv ag: inverse agonists of human LRH-1 (NR5A2); HEK293T StAR-luciferase reporter, LRH-1 transfected, 24 h; inhibition, % at 3.6 µM; 0.13% of 360,000 active;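 active = inhibition above the mean inhibition of all tested compounds plus 3 SD, cut at about 73% in these data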;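 also: 0% = DMSO wells and 100% = reporter-only cells lacking LRH-1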
Target sequence (O00482 whole entry, looked up): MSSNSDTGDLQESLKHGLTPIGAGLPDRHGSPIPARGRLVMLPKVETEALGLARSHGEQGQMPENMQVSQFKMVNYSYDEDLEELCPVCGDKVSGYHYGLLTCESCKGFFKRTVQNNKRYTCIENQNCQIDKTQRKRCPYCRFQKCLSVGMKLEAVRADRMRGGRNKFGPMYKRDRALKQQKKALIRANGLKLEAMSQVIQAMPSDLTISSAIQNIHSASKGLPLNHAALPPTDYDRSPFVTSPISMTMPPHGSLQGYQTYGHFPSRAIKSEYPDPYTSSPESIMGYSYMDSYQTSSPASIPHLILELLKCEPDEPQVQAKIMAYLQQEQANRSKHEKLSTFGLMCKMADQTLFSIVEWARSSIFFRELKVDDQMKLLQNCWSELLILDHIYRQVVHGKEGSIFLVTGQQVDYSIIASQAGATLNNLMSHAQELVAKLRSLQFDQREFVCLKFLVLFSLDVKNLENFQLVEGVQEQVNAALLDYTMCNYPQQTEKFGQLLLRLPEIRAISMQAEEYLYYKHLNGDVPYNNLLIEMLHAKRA
NCOA1 inh: inhibitors of human steroid receptor coactivator 1 (SRC1). Q15788. HEK293 GAL4-SRC1 luciferase reporter, luminescence. AID 588354. 0.12% of 360,000 active. inhibition, % at 3.6 µM;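 active = inhibition above the campaign mean plus 3 SD, with each screening campaign given its own cutoff, cut at about 60% in these data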;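 also: 0% = DMSO treated cells and 100% = gossypol at 36 µM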
NR2F2 inh: blocks human COUP-TFII nuclear receptor; P24468; HEK293T NGFI-A luciferase reporter, luminescence; inhibition, % at 8.6 µM; 0.7% of 370,000 active; AID 686940;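 active = inhibition above a per-plate cutoff, mean inhibition of test wells between control levels plus 3 SD, cut at about 38% in these data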;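 also: cells cotransfected with COUP-TFII expression vector driving the NGFI-A reporter; 0% = median of COUP-TF2 test wells and 100% = reporter-only cells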
Target sequence (P24468 whole entry, looked up): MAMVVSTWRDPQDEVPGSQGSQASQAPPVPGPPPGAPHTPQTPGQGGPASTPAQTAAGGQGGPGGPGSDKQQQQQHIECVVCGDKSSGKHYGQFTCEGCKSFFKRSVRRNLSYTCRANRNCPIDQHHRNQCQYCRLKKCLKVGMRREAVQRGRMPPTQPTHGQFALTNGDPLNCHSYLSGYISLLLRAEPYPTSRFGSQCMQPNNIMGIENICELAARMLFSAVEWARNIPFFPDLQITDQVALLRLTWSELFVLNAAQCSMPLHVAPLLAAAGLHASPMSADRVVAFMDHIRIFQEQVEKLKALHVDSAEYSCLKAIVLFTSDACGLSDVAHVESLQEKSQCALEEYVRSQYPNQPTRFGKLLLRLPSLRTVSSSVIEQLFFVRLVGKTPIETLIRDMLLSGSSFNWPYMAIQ
NOD2 RIPK2 PPI: inhibitors of human NOD2-RIPK2 interaction; O43353; CHO BLA complementation NOD2-RIPK2, CCF4 ratio; inhibition, % at 4.98 µM; 0.38% of 360,000 active; AID 624267; in the data active = inhibition above about 21%;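 also: 0% = vehicle only and 100% = reference blocker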
TROY signal inh: TROY signaling inhibition. Q293 LMP1-TROYcd NF-kB luciferase reporter, 4 h. inhibition, % at 10 µM. 0.98% of 360,000 active. AID 1347056;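 active = compounds whose plate-normalised and pattern-corrected inhibition of the luciferase reporter signal at the single screening dose is 50% or more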
NCOA3 inh: human NCOA3 inhibition. Q9Y6Q9. HEK293 GAL4-SRC3 luciferase reporter, luminescence. inhibition, % at 3.6 µM. 0.17% of 360,000 active;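 active = inhibition above a per-campaign cutoff, the mean of all compounds plus 3 SD, cut at about 60% in these data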;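 also: 0% = DMSO-treated cells and 100% = gossypol-treated cells at 36 µM; higher means less SRC3-driven luciferase light from the GAL4 reporter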
Numbers without * were called inactive; · = no result given. Some of the compounds tested, so the mix of outcomes need not match the whole.

SMILES	C8 TRAIL sens	NCOA2 inhibitor	TWEAK Fn14 block	EBV LMP1 NFkB	TLR9-MyD88 inh	LRH-1 inv ag	NCOA1 inh	NR2F2 inh	NOD2 RIPK2 PPI	TROY signal inh	NCOA3 inh
COc1ccccc1N1C(=O)CSC1=NC(=O)c1ccccc1	-16	-28	1	-8	7	-18	-21	-21	1	-14	-12
CC(C)(C)OC(=O)N[C@@H](COCc1ccccc1)C(=O)N[C@@H](CO)[C@H](O)[C@@H]1C[C@@H]1C(=O)N1CCCC1	-11	-28	-1	-2	-4	-14	1	12	0	12	5
CCOC(=O)c1sc(NC(=O)c2sccc2C)cc1C	34	-56	33	-26	5	-100	-79	-41	11	-34	-117
COc1cc(C(=O)N/N=C(\C)c2ccccn2)cc(OC)c1OC	12	13	-3	13	7	32	-16	-66	20	27	12
CCOc1ccc(C(=O)N(CC)CC(=O)Nc2ccc3c(c2)OCCO3)cc1OCC	4	-11	-3	1	-4	-11	8	12	6	-3	-32
CN(C)C(C(=O)Nc1cc(Cl)cc(Cl)c1)c1ccccc1 (configuration not stated)	4	19	-2	6	12	4	9	0	4	-18	4
COc1ccc(CN2CCN(C(=O)c3ccc(S(=O)(=O)NCc4ccco4)cc3)CC2)cc1	14	11	21	17	-3	40	16	45*	-10	16	7
COc1cc(C=C2C(=O)c3ccccc3C2=O)ccc1O	-2	-43	5	-7	-3	5	5	-17	-5	3	24
Cc1c(O[C@@H]2O[C@H](CO)[C@@H](O)[C@H](O)[C@H]2O)c(CO)c(O[C@@H]2O[C@H](CO)[C@@H](O)[C@H](O)[C@H]2O)c2c1O[C@@H](c1ccccc1)C[C@@H]2O	-18	-1	-12	-8	4	5	2	12	4	8	-4
CN1C/C(=C/c2ccccc2[N+](=O)[O-])C(=O)/C(=C\c2ccccc2[N+](=O)[O-])C1	32	-45	22	-50	1	-18	-9	10	0	9	-13
CCCN(CCC)C(=O)CP(=O)(c1ccccc1)c1ccccc1	-1	-8	-1	-17	2	14	9	-2	-2	-10	24
CC(C)(C)OC(=O)C[C@@H]1C/C=C\C[C@H](CC(=O)N(CCO)Cc2ccccc2)C(=O)N[C@H](C(C)(C)C)COC1=O	-3	-19	0	19	3	13	4	15	-12	-6	4
CC1(C)Oc2ccc3ccc(=O)oc3c2-c2cn[nH]c21	11	-40	1	31	-10	-9	15	-37	2	24	15
CCN(CC)c1ccc(N=Nc2ncn[nH]2)cc1	48	-63	-22	-10	·	-115	-71	-25	1	-43	-63
CSc1ncccc1C(=O)OCC(=O)c1cc(C)n(CC2CCCO2)c1C (configuration not stated)	48*	-52	76*	-13	-6	-28	2	5	-4	62*	-17
CO/N=C(\c1nonc1N)N1CCN(c2ccc([N+](=O)[O-])cc2Cl)CC1	1	-4	-22	8	4	-3	-17	8	2	14	19
COCCSc1nnc(NC(=O)C2CC(=O)N(CCc3ccc(F)cc3)C2)s1 (configuration not stated)	-10	-2	3	-12	-5	6	-12	1	-11	-25	7
Cc1ccc(N(C(=O)CNC(=O)c2cccs2)C(C(=O)NC2CCCC2)c2ccncc2)cc1 (configuration not stated)	11	-14	4	1	-5	-19	5	-5	9	-14	-3
CCN1CCN(Cc2coc3ccc(C)cc3c2=O)CC1	-3	-42	-4	9	-4	-8	-24	-12	-3	-10	-22
Cc1nc2cccc(C(=O)Oc3ccc([N+](=O)[O-])cc3)c2o1	2	3	-18	4	-2	10	-8	14	0	14	6
CCOC(=O)C1=C(C)NC(C)=C(C(=O)OCC)C1/C=C/c1ccccc1OC	-7	-4	-1	2	3	-1	10	1	-10	-3	14
CCOc1ccc(NC(=O)CN(C)C(=O)C2CCN(C(=O)c3ccc(Cl)cc3)CC2)cc1OCC	-4	-1	8	24	6	19	7	-8	-14	-12	8
CCc1nnc(NC(=O)Cc2ccc(OC)c(OC)c2)s1	-12	-37	-4	3	4	-6	-7	-20	-11	8	-1
COc1cc(-c2nc3cnccn3c2Nc2ccc3c(c2)OCCO3)ccc1O	4	-39	15	10	-6	-15	-4	-63	-6	-20	-10
CC1Cc2nc(SCC(=O)c3ccccc3)n(Cc3ccccc3)c(=O)c2S1 (configuration not stated)	-2	-1	-2	-23	3	-41	-18	7	-10	-37	-22
C=CCN1C(=O)C(CC(=O)Nc2ccccc2F)S/C1=N\c1nccs1 (configuration not stated)	-21	-11	-3	-2	0	-6	-5	6	-7	-2	-12
CCCCc1c(O)nc(SCC(=O)N2CCOCC2)n(-c2ccc(C)cc2)c1=O	-14	-33	2	2	5	33	-3	13	-7	0	0
COc1ccc(Cc2nnc(NC(=O)c3ccccc3Cl)s2)cc1OC	-6	-40	6	-1	0	4	4	14	2	1	10
COC(=O)c1cn(NC(=O)c2cc(OC)cc(OC)c2)c(=O)c2ccccc12	-9	-16	-4	-2	6	3	-32	6	0	2	13
COCCN(C(=O)COC(=O)C1(C)CC1(Cl)Cl)c1c(N)n(Cc2ccccc2)c(=O)[nH]c1=O (configuration not stated)	-6	-8	-12	1	-5	2	1	8	-2	6	11
COc1cccc(C(=O)Nc2nnc(S(=O)(=O)N3CCCC3)s2)c1	-2	13	-3	3	0	-4	-1	15	-7	-21	-12
CN(c1ccccc1)c1cc(=O)[nH]c(=O)[nH]1	23	22	-2	0	-2	-4	7	5	1	4	16
CCOC(=O)C1=NNC2C(=O)N(CC)C(=O)C12 (configuration not stated)	-14	-9	34	6	0	4	12	-3	-11	·	-4
Cc1cc(C)cc(NC(=O)CSc2ccc(-c3ccccn3)nn2)c1	8	-15	-3	11	5	-5	-7	4	-9	-18	13
COC1(C2=NCCN2)COc2ccccc2O1 (configuration not stated)	-1	-12	-18	-1	-2	15	-1	-1	-10	7	19
C1CC1Cc1noc(CN2CCN(C3C4CC5CC(C4)CC3C5)CC2)n1 (configuration not stated)	2	-15	-4	-2	5	9	-5	-4	-12	1	13
O=C1c2ccccc2COc2ccc(O)cc21	1	-20	0	-1	-3	13	-8	12	-4	4	-16
COc1ccc(NC(=S)N2CCN(S(C)(=O)=O)CC2)cc1	-8	-8	1	-3	-3	8	-2	-15	-12	-12	-12
O=C(Nc1ccc2c(c1)CCC2)Nc1ccccc1Cl	8	-39	-34	-47	-22	-144	-91	-28	-2	-63	-58
Cc1cccc(N2CCc3c2nc2ccc(Br)cc2c3N)c1	-7	10	5	-16	-7	-24	-6	3	2	-36	-13
CCc1sc(C(=O)Nc2cccc(C(C)=O)c2)cc1C	15	-36	-46	-22	-11	-59	-61	-31	-3	-78	-10
Cc1ccc(NC(=O)C2CCCN(S(=O)(=O)c3ccc4[nH]c(=O)ccc4c3)C2)nc1 (configuration not stated)	-4	1	0	7	-5	10	-6	-1	7	8	21
OC(c1cc(F)cc(Cl)c1)c1ncc(-c2ccc3ccccc3c2)[nH]1 (configuration not stated)	7	7	-17	·	·	-18	15	14	10	8	3
CCOC(=O)c1c(NC(=O)COC(=O)c2cc(OC)c(OC)cc2[N+](=O)[O-])sc(C)c1C	18	-33	-23	-4	3	3	-10	-14	-7	-17	8
CCC(CO)NCC(O)COCc1ccc2c(c1)OCO2 (configuration not stated)	-7	-22	3	6	-8	-12	-6	15	0	-3	-4
O=C(NCc1ccco1)C1CCCN1S(=O)(=O)c1ccccc1C(F)(F)F (configuration not stated)	-6	4	-5	-7	8	21	-11	9	1	7	9
O=C(c1cc(COc2ccc(F)cc2F)on1)N1CCCC(c2ccccc2)C1 (configuration not stated)	-2	-21	-6	-26	0	6	-20	17	-4	-3	-7
CCOC(=O)c1ccc(NC(=S)N2CCCC(C(=O)OCC)C2)cc1 (configuration not stated)	-1	-2	4	-6	1	-10	-7	1	-2	2	-2
Cc1ccc(S(=O)(=O)N(C)C)cc1NC(=O)COC(=O)c1c(-c2ccccc2)noc1C	-6	5	-10	2	4	-3	-12	16	-11	13	9
C[C@H](CO)N1C[C@H](C)[C@@H](CN(C)C(=O)Cc2ccccc2)OCc2cnnn2CCCC1=O	3	-33	-5	-9	9	-4	-6	-17	3	-4	3
O=C(/C=C/c1ccccc1)NCCOc1ccccc1	-7	-30	-31	-19	10	-22	-57	-17	2	-83	-30
NC(=O)C[n+]1cccc(CNC(=O)c2ccc(OC(F)F)cc2)c1	1	2	12	10	8	-15	7	17	-12	4	9
CSc1ccc(OC2CCCCC2NS(=O)(=O)c2ccc(Cl)cc2)cc1 (configuration not stated)	1	12	8	-11	-3	4	-2	12	-1	31	-5
N#C/C(=C(/O)c1ccc([N+](=O)[O-])s1)c1nc2ccccc2[nH]1	44*	-10	19	21	-6	3	2	-17	-14	6	-2
Cc1cc(C(F)(F)F)nc(SCCN2CCOCC2)c1C#N	4	-1	9	-13	7	-1	-54	5	-6	-15	10
CCCCCNC(=O)C(c1ccccc1)n1c(=O)c(-c2cc3ccccc3[nH]2)nc2ccccc21 (configuration not stated)	-9	-8	·	·	·	22	·	5	46*	·	·
CCCS(=O)(=O)NC(=O)C1(C)CCN(C(=O)COCc2ccccc2)C1 (configuration not stated)	-15	-6	-5	·	·	19	-2	-5	-1	12	-6
O=[N+]([O-])c1cccc(NC(=S)Nc2nc(-c3ccccc3Cl)cs2)c1	40	-11	56*	24	-2	-2	-27	-8	-14	40	-5
Cc1nc(NC(=O)COc2ccccc2)sc1C(=O)Nc1ccccc1	-7	-4	16	19	-5	-39	-9	4	-5	-18	-11
O=C(Nc1ccc(Br)cc1Br)c1cccc2c1C(=O)N(C1CCCCC1)C2	-5	-9	-12	3	-7	2	-14	7	-2	-7	-14

Next part:
SMILES	C8 TRAIL sens	NCOA2 inhibitor	TWEAK Fn14 block	EBV LMP1 NFkB	TLR9-MyD88 inh	LRH-1 inv ag	NCOA1 inh	NR2F2 inh	NOD2 RIPK2 PPI	TROY signal inh	NCOA3 inh
C[C@@H]1CN([C@@H](C)CO)C(=O)CCCn2nncc2CO[C@H]1CN(C)Cc1ccccc1C(F)(F)F	-10	4	2	-2	6	22	8	-8	4	0	1
COc1cc(/C=C2\SC(=S)N(NC(=O)c3ccccc3O)C2=O)ccc1O	-17	-32	-6	27	6	-17	-4	-8	8	-24	4
COc1ccc2cc(CCNC(=O)CC(C)(C)C)c(=O)[nH]c2c1	-1	-1	11	5	-7	6	4	0	-10	-18	5
N#CC(C#N)C(c1ccsc1)c1c(-c2ccccc2)[nH][nH]c1=O (configuration not stated)	-2	3	7	-2	4	18	-15	3	-7	-14	-1
CC(C)OC(=O)CSc1nnc(Cc2ccccc2)n1C	-9	-5	16	6	-5	3	-4	7	1	11	0
O=C1CCCN1Cc1ccccc1	-16	3	8	-9	0	19	6	-9	-7	-10	0
COc1cc2ccccc2cc1C(=O)Nc1ccc(C)cc1	43	-32	3	-47	-13	-141	-118	-37	13	-43	-95

Compound profiles, from the list above. Screens in order: C8 TRAIL sens | NCOA2 inhibitor | TWEAK Fn14 block | EBV LMP1 NFkB | TLR9-MyD88 inh | LRH-1 inv ag | NCOA1 inh | NR2F2 inh | NOD2 RIPK2 PPI | TROY signal inh | NCOA3 inh
`O=C1CCCN1Cc1ccccc1` in the list: -16 | 3 | 8 | -9 | 0 | 19 | 6 | -9 | -7 | -10 | 0
`COc1cc2ccccc2cc1C(=O)Nc1ccc(C)cc1` in the list: 43 | -32 | 3 | -47 | -13 | -141 | -118 | -37 | 13 | -43 | -95
`COc1cc(/C=C2\SC(=S)N(NC(=O)c3ccccc3O)C2=O)ccc1O` in the list: -17 | -32 | -6 | 27 | 6 | -17 | -4 | -8 | 8 | -24 | 4
